NPYLR7 ag: mosquito NPYLR7 agonism. activation, % at 10 µM. HEK293T NPYLR7/Galpha15, GCaMP6s calcium fluorescence. AID 1259423. 270,000 tested, 0.15% active; in the data active = activation above about 40%;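 note: 0% = vehicle and 100% = reference agonist at the receptor; some compounds past the cut are filed as inactive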
hcGAS lum: human cGAS inhibition; recombinant h-cGAS, ATP depletion, Kinase-Glo luminescence; inhibition, % at 12.5 µM; 290,000 tested, 0.081% active; AID 1259398;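 note: 0% = vehicle reaction and 100% = reaction without DNA for no activity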
Target sequence (Q8N884 whole entry, looked up): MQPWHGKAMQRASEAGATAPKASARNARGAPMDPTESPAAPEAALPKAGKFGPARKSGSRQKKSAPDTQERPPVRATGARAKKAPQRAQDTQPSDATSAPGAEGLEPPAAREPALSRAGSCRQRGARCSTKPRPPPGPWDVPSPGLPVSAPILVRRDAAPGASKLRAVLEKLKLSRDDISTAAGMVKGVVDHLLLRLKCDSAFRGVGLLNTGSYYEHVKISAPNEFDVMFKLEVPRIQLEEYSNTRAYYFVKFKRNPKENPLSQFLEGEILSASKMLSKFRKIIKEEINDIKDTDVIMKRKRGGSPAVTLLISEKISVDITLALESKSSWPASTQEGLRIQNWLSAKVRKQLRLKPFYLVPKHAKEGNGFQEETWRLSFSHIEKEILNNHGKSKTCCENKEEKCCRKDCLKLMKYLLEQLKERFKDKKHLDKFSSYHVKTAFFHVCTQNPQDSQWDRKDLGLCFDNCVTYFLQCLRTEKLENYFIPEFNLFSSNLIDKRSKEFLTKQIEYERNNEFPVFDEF
mcGAS lum: inhibitors of mouse cGAS. Q8C6L5. recombinant cGAS, Kinase-Glo ATP depletion luminescence. inhibition, % at 12.5 µM. 160,000 tested, 0.15% active;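 note: 0% = negative control wells and 100% = reference inhibitor with no enzyme activity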
Active calls of the source: *; · = no result given; & = joins results of further samples. Cut-off read from the data, not from the text of the source, unless noted: active = inhibition above about 40%; inactive = the rest.

SMILES	NPYLR7 ag	hcGAS lum	mcGAS lum
CCCN(C/C=C/c1ccccc1)C(=O)c1c[nH]c2ccc(OC)cc2c1=O	-5	-3	-12
CN(C)c1ccc(N2C(=O)CSC2c2cccc(NC(=O)c3ccccc3Cl)c2)cc1 (stereo not given)	-8	-4	-10
CCCn1cc(S(=O)(=O)c2ccccc2)c(=O)c2cc(F)c(F)cc21	-8	-8	-7
CC(C)c1ccc(NCCn2cccn2)cc1	-3	-15	·
COc1ccc(-c2csc(-n3[nH]c(C)c(N=Nc4ccccc4Cl)c3=O)n2)cc1	-4	-7	-7
C[C@@H]1CN(C(=O)c2nc3sccn3c2CN2CCN(c3ncccn3)CC2)C[C@H](C)O1	1	-9	·
O=S1(=O)CCN2N=C(SCc3cccs3)SC2=N1	0	-10	·
CCN1CCc2c(sc(NC(=O)C(C)(C)C)c2-c2nc3ccccc3s2)C1	3	-5	3
COc1cc(C(=O)N2CCN(c3nccc(-c4ccc(Oc5ccccc5)cc4)n3)CC2)cc(OC)c1OC	7	-3	-5
CC(C)CCOc1ncnc2c1sc1nc3c(cc12)COC(C)(C)C3	4	-13	·
CNC(=O)Cn1c(-n2nc(C)cc2C)nc(C)c(C)c1=O	-1	-9	-9
COc1ccc(C)cc1Nc1nc2c(S(=O)(=O)c3cccc(Cl)c3)nnn2c2ccsc12	-1	-3	-8
Cn1nnc2c(SCC(=O)NC3CCCC3)ncnc21	1	-1	·
CCn1ncc(CN2CCCC(C(=O)Nc3cccc(-c4cc5ccccc5[nH]4)c3)C2)c1C (stereo not given)	-1	-8	·
Cc1sc2c(c1C)CN(C1CCCC1)CN2C(=O)c1ccco1	5	3	·
COc1ccc(S(=O)(=O)N2CCC3(CC2)OCCN3S(=O)(=O)c2c(C)cc(C)cc2C)cc1	2	4	·
CCCc1cc(N2CCN(Cc3cccc(OC)c3F)CC2)nc(C)n1	5	0	-14
CC(Sc1n[nH]c(-c2cccs2)n1)c1ccc(F)cc1F (stereo not given)	-3	-10	-12
O=C(Cn1cnnn1)N1CCC(n2c(-c3ccccc3)nc3ccc(F)cc32)CC1	12	1	-4
CC(=NNC(N)=S)c1ccc2c(c1)OCCO2	0	-1	-4
CCOc1ccc(C2NC(=O)NC3=C2C(=O)N(CCC(C)C)C3)cc1 (stereo not given)	12	-10	·
CSc1oc(-c2cccs2)nc1S(=O)(=O)c1ccc(F)cc1	1	0	·
CCN(Cc1ccc(C)o1)C(=O)c1cc(CN2CCOCC2)on1	24	-3	-13
COc1ccc(C(C2Sc3ncnn3C2=O)N2CCN(CCO)CC2)cc1 (stereo not given)	-4	-4	-8
O=C(Nc1ccc2c(c1)CCC2)c1cc2n(n1)CCN(Cc1ccccc1F)C2=O	16	-3	-5
SMILES	NPYLR7 ag	hcGAS lum	mcGAS lum
O=C(NCc1ccco1)c1ccc(CSc2nc(Cl)cc(N3CCC(Cc4ccccc4)CC3)n2)cc1	·	-7	-4
CN1CCC2(CCC1=O)CN(c1ncc(F)c(N3CCOCC3)n1)CCN2C (stereo not given)	·	-13	-7
CSc1cccc(CN2CCN(Cc3ccsc3)C(CCO)C2)c1 (stereo not given)	6	-8	·
COc1ccc(CCN(C)C2CCCN(Cc3cc(CC(C)C)n[nH]3)C2)cc1OC (stereo not given)	0	-7	-10
CCC(=O)N1CCCC1(C)C(=O)Nc1ccc(C)c(C)c1 (stereo not given)	4	-15	-9
CC(=O)c1ccc(OCC=C(C)C)c(OCC=C(C)C)c1	2	1	·
CC(C)Oc1cccc(-c2nc3c(c(=O)[nH]c(=O)n3C)n2C)c1	4	-1	-16
Cc1cnc(NC(=O)C2(C)CCN(C(C)C)C2)s1 (stereo not given)	2	-9	·
Cc1ccccc1C1CCCN(Cc2nc(CC3CC3)no2)C1 (stereo not given)	2&0	3&0	-3
CN(C)C(CNC(=O)Cc1ccc(-c2ccccc2)cc1)c1ccsc1 (stereo not given)	5	-11	-7
CCn1ccnc1CN(C)c1ccc(-c2ccccc2OC)nn1	21	-10	-17
CSc1ccc(C(=O)CC(C)(C)C(=O)NCCc2ccc(C)cc2)cc1	-12	-7	-4
CC1CN(c2cc(Oc3cccc(F)c3)ncn2)CCN1C(=O)c1ccc(F)cc1 (stereo not given)	-3	3	0
O=c1cccnn1CCNS(=O)(=O)c1cc(C(F)(F)F)ccc1Cl	5	-10	·
O=C(c1cccc([N+](=O)[O-])c1)N(Cc1cccnc1)c1nc2c(F)cccc2s1	-11	-5	-8
Nc1nc(Cl)cc(N2CCCC(c3ncn[nH]3)C2)n1 (stereo not given)	1	2	·
COc1ccc(C2SCC(=O)N2CCN(C(=O)c2ccccc2Cl)C(C)C)cc1 (stereo not given)	-6	2	1
C[C@@H](NC(=O)Nc1cc(C(F)(F)F)ccc1Cl)C(=O)N1CCC(C(=O)N2CCCCC2)CC1	24	-3	-5
O=C(Nn1cnc2c(cnn2-c2ccccc2)c1=O)c1ccc(Br)o1	7	-9	·
Cc1cc(NS(=O)(=O)c2ccc(N=CC(C#N)c3nc(-c4cccs4)cs3)cc2)no1 (stereo not given)	5	4	4
CN(C)CCN(Cc1ccsc1)C(=O)[C@@H]1C[C@H]1c1ccccc1	5	-4	-11
CNS(=O)(=O)CC1CCCN1C(=O)c1cc2c(s1)CCCC2 (stereo not given)	-7	-2	·
CCn1ncc(S(=O)(=O)N2CC[C@@H](c3ccc4c(c3)OCO4)[C@H](O)C2)c1C	15&14	-4&-9	·
O=C(c1ccc(NCc2ccncc2)cc1)N1CCC2(CCNCC2)CC1	7	-5	·
c1ccc2sc(N3CCN(Cc4ccc5c(c4)OCO5)CC3)nc2c1	8	-6	·
SMILES	NPYLR7 ag	hcGAS lum	mcGAS lum
CCC(C(=O)Nc1c(C)nc2c(C)cccn2c1=O)c1ccccc1 (stereo not given)	1	-10	·
CC(C)Oc1ccccc1Oc1ccc2c(C3CC3)noc2n1	3	-2	-4
CCCN(CC(=O)Nc1ccc(C#N)cc1)S(=O)(=O)c1cccc(C(F)(F)F)c1	5	0	·
Cn1c(=O)c2c(nc(SCC(=O)NC3CC3)n2C)n(C)c1=O	1	0	·
Cn1c(=S)[nH]c2sc3c(c2c1=O)CCCC3	3	-3	-2
CN(Cc1ccncn1)C(=O)c1cnn(Cc2ccccc2)c1	2	-1	·
CCCc1c(C(=O)Nc2cccc(-c3cccc(-c4ccc(F)cc4)n3)c2)cnn1-c1ccccc1	13	-3	-4
O=C(Nc1ccc(N2CCN(C(=O)c3cc(F)cc(F)c3F)CC2)nc1)c1ccc(F)cc1	20	3	-6
NS(=O)(=O)c1ccc(N2CCCC2c2ccc3c(c2)OCCCO3)nc1 (stereo not given)	0	-9	-6
Cc1onc(-c2c(Cl)cccc2Cl)c1COC(=O)CN(C)CC1OCCO1	-2	-4	-5
Cc1cc(CCCCCCc2cc(C)cc(=O)o2)oc(=O)c1	5	-6	·
CC1CC1CNC(=O)C1CCCCN1Cc1ccc(F)cc1 (stereo not given)	2	-6	-5
COc1cc2c(cc1OC)CN(S(=O)(=O)c1ccc(OC)c(N3CCN(C(=O)c4cc5ccccc5s4)CC3)c1)CC2	17	2	-7
Nc1ccc(F)cc1-c1nc(CCOc2ccccc2)no1	13	-9	·
CC(C)C(NC(=O)c1ccccc1Cl)C(=O)Nc1cnc2ccccc2c1 (stereo not given)	7	0	·
OC(c1cn2cc(-c3ccc(F)cc3)nc2s1)(C(F)(F)F)C(F)(F)F	-3	-4	·
COc1ccc2c(c1)CCCN2C(=O)C1CCN(S(=O)(=O)c2ccccc2)CC1	10	-5	-7
Cc1ccc(S(=O)(=O)N2CCCC(OCc3ccc(F)cc3)C2)cc1 (stereo not given)	9	-5	-5
Cc1[nH]c(=O)sc1S(=O)(=O)N1CCCC1C(=O)NCc1ccsc1 (stereo not given)	-8	-6	-12
Cc1ccc(SCc2cnc(Cl)s2)cc1C	0	-6	·
O=C1c2ccccc2C(=O)N1N1C(=O)c2cccc3c([N+](=O)[O-])ccc(c23)C1=O	6	4	5
Cc1cc(C)nc(NN=Cc2ccc(C)s2)n1	3	-5	·
CC(NC(=O)c1cc(NC(=O)c2ccc(Cl)cc2)ccc1N1CCCC1)c1ccccc1 (stereo not given)	-12	-8	-7
Cn1c(=O)cc(C(=O)N2CCOC(C(F)(F)F)C2)c2ccccc21 (stereo not given)	26	-6	·
O=S(=O)(Oc1ccc(Cl)c2cccnc12)N1CCOCC1	-7	-13	·

Whole records from above:
CCCN(CC(=O)Nc1ccc(C#N)cc1)S(=O)(=O)c1cccc(C(F)(F)F)c1 in the list: NPYLR7 ag = 5; hcGAS lum = 0; mcGAS lum = ·
CCC(C(=O)Nc1c(C)nc2c(C)cccn2c1=O)c1ccccc1 (stereo not given) in the list: NPYLR7 ag = 1; hcGAS lum = -10; mcGAS lum = ·
Cn1c(=O)c2c(nc(SCC(=O)NC3CC3)n2C)n(C)c1=O in the list: NPYLR7 ag = 1; hcGAS lum = 0; mcGAS lum = ·

Other results:
SMILES	NPYLR7 ag	hcGAS lum	mcGAS lum
Cc1ccc2nc(-c3ccccc3)cc(C(=O)N3CCOCC3)c2c1	8	-2	-9
O=C(CCN1CCCO1)NCc1ccc2sccc2c1	8	-6	·
Cc1ccn2c(NC(=O)C3CCCc4[nH]ncc43)nnc2c1 (stereo not given)	6	-3	-8
CCn1c(C)c(C(=O)CN(C2CCCCC2)S(=O)(=O)c2cccc3ccccc23)c(C)c1C(=O)OC	-10	-4	-2
CC(C)(C)C1CCc2c(sc(NC(=O)Cn3cnc([N+](=O)[O-])n3)c2C(N)=O)C1 (stereo not given)	-10	-3	-6
COc1ccc(C2=N/C(=C\C=C\c3ccccc3OC)C(=O)O2)c(Br)c1	-1	-2	-5
CCN(C(=O)c1ccccc1N1CCC(NC(=O)c2ccc(OC)cc2)CC1)C1CCCCC1	24	-5	-5
Cc1nnc2ccc(N3CCN(C(=O)COc4ccc(F)cc4F)CC3)nn12	3	6	3
COc1ccc([N+](=O)[O-])cc1NC(=O)C1CCCC1	-1	-10	-1
O=C(O)c1ccc(Cn2cc(Br)c([N+](=O)[O-])n2)o1	0&-4	-3&-10	·
Cc1ccc(-n2c(=O)[nH]c3c(C(=O)NCCC4=CCCCC4)cn(C)c3c2=O)cc1	4	-5	·
CSc1nc2c(-c3ccccc3)c[nH]c2c(=O)n1-c1ccccc1	-5	-3	-9
CCOc1ccc(-c2nc3ccc(Cl)cn3c2NC(C)(C)CC(C)(C)C)cc1	-7&35	-8&-5	-8&-5
O=C(C1CCC1)N1CCCC(OCc2ccc(Br)cc2)C1 (stereo not given)	-2	-7	·
Cc1c(F)cccc1N1C(=O)CSC1c1cccc(NC(=O)C(Cl)c2ccccc2)c1 (stereo not given)	-11	-3	-7
COCCn1cncc1Cn1ccnc1-c1ccc2nonc2c1	10	-2	-6
O=C(NC1(C(=O)NCC2CC2)CCCC1)C1COc2ccccc2C1 (stereo not given)	1	-6	-15
Oc1oc(-c2ccccc2)nc1C=Nc1ccccn1	3	-2	·
Cc1ccc(NCC(=O)N2CCN(S(=O)(=O)c3ccc4c(c3)CCC4)CC2)c(F)c1	0	-1	-1
COc1cc(/C=C2\SC(=Nc3cc(C)cc(C)c3)NC2=O)cc(Br)c1O	6	-1	0
Cc1ccsc1C=C1N=C(c2ccccc2F)OC1=O	11	-6	·
Cc1cc(Br)ccc1N1CCC(C(=O)N2CCCC2)C1=O (stereo not given)	·	-4	-5
CCCC(Sc1nnc(C)n1-c1cccc(C)c1)C(=O)OCC (stereo not given)	-4	-3	-3
OCC1(CC2CCCCO2)CCN(Cc2ccc3c(c2)Cc2ccccc2-3)CC1 (stereo not given)	5	-6&2	·
C=C(C)Cn1c(N2CCNCC2)nc2c1c(=O)[nH]c(=O)n2C	-2	-4	·

Random excerpt: four records from the list.
SMILES	NPYLR7 ag	hcGAS lum	mcGAS lum
Cc1ccsc1C=C1N=C(c2ccccc2F)OC1=O	11	-6	·
Cc1c(F)cccc1N1C(=O)CSC1c1cccc(NC(=O)C(Cl)c2ccccc2)c1 (stereo not given)	-11	-3	-7
O=C(NC1(C(=O)NCC2CC2)CCCC1)C1COc2ccccc2C1 (stereo not given)	1	-6	-15
O=C(C1CCC1)N1CCCC(OCc2ccc(Br)cc2)C1 (stereo not given)	-2	-7	·

Limited to mcGAS lum and NPYLR7 ag, for some of the entries so far:
smiles	mcGAS lum	NPYLR7 ag
Cc1ccsc1C=C1N=C(c2ccccc2F)OC1=O	·	11
Cc1cc(Br)ccc1N1CCC(C(=O)N2CCCC2)C1=O (stereo not given)	-5	·

Remaining list, next part
SMILES	NPYLR7 ag	hcGAS lum	mcGAS lum
C[C@H](C(=O)Nc1ccc2c(c1)OCO2)N1Cc2ccc(N3CCOCC3)nc2C1=O	-3	6	·
CC(=O)n1c2c(c3ccccc31)OC(=N)C(C#N)C2c1ccncc1 (stereo not given)	-4	-2	-5
O=C(Nc1cccc(C(=O)N2CCN(CC3CCCO3)CC2)c1)c1cc(=O)[nH]c2ccccc12 (stereo not given)	3	-7	-16
COc1ccc(CN2CCNC(=O)C2CC(=O)NCCc2ccccc2OC)c(F)c1 (stereo not given)	3	-9	·
CCCc1cc(C(=O)NCC(C(C)C)N2CCCC2)n[nH]1 (stereo not given)	5	7	·
CCCC1(C2CCN(C(=O)CCc3cccs3)CC2)NC(=O)N(CCc2ccccn2)C1=O (stereo not given)	42	-8	-9
COc1ccc(-c2ccc(=O)n(CCNC(=O)NC3CCCCC3)n2)cc1	-7	-4	-7
O=C(c1csc(CSc2nnc(-c3ccccc3Cl)n2-c2ccccc2Cl)n1)N1CCOCC1	7	-11	-6
S=C(NC1CC1)NC1CCCc2ccccc21 (stereo not given)	4	-15	·
COCc1c(Br)c(C)nc(OCC(=O)N/N=C\c2c(OC)ccc3ccccc23)c1C#N	-9	2	2

Screening results as filed in PubChem BioAssay.
